Salmonella PhoP GFP: inhibitors of PhoP regulon expression, primary screen, Salmonella Typhimurium, GFP reporter (AID 1863). S. Typhimurium PhoP-regulated promoter GFP reporter, 4 h; higher % means a stronger effect. inhibition, % at 50 µM, or IC50 in µM where a hit was titrated. 300,000 compounds, 0.16% hits;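 active = inhibition over 29.93%, a cutoff 3 SD above the screen mean, later confirmed by dose response; inconclusive = inhibition over 29.93% but no dose response follow-up; inactive = inhibition at most 29.93% or unconfirmed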;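 note: 0% = low Mg2+ inducing control and 100% = high Mg2+ repressing control; strong numbers were not always called active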
SIAH1 antagonists: Siah-1 peptide-binding antagonists, primary screen, biochemical, fluorescence polarization, rhodamine-plectin, uHTS (AID 1817) | 290,000 compounds, 0.02% hits | one-dose displacement, % at 20 µM; IC50 in µM for titrated hits | Siah-1 / rhodamine-plectin peptide fluorescence polarization; higher % means a stronger effect;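 active = displacement of at least 50% at 20 µM, with a fluorescence ratio check between 0.3 and a set limit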;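 note: plate controls were Siah plus tracer with DMSO for no effect and tracer alone without Siah for full effect; strong numbers were not always called active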
KOR beta-arrestin-1: KOR antagonists, beta-arrestin recruitment, cell-based, luminescence, uHTS (AID 1778); KOR beta-arrestin recruitment, luminescence, antagonist mode; higher % means a stronger effect; one-dose inhibition, % at 10 µM; IC50 in µM for titrated hits; 290,000 compounds, 0.091% hits; note: strong numbers were not always called active
Myeloid diff MLP: compounds promoting myeloid differentiation | 360,000 compounds, 1% hits | ER-HoxA9 myeloid progenitors, lysozyme-GFP differentiation, flow cytometry | calls only at 10 µM | AID 624256;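 active = normalized GFP-positive differentiation at or above the plate's own cutoff, the solvent-only control mean plus 3 SD; inconclusive = no clear call, values can overlap the other calls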;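 note: cells exposed to compound for four days before flow analysis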
NOD1 NF-kB reporter: inhibition of NOD1-driven NF-kB reporter – cell-based, luminescence, uHTS, primary screen (AID 1578); NOD1-driven NF-kB luciferase reporter cells, luminescence; higher % means a stronger effect; one-dose inhibition, % at 4 µM; EC50 in µM for titrated hits; 290,000 compounds, 1% hits; in the data active = inhibition mostly above about 36%, no sharp cut-off; inactive = mostly below about 34%;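 note: HEK-293T reporter cells stimulated with the NOD1 agonist gamma-tri-DAP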
NOD2 inhibition: NOD2 signaling inhibitors, cell-based, luminescence, uHTS, HEK293 (AID 1566). HEK293 NOD2/NF-kB luciferase reporter, luminescence; higher % means a stronger effect. inhibition, % at 4 µM; hits with a dose series show EC50 in µM. 290,000 compounds, 0.63% hits; note: many of its hits are not listed in these tables
LYP phosphatase: inhibitors of LYP phosphatase, biochemical, fluorescence intensity, uHTS (AID 1779) | inhibition, % at 11.5 µM, or IC50 in µM where a hit was titrated | 290,000 compounds, 0.054% hits | recombinant LYP phosphatase, fluorescence intensity; higher % means a stronger effect;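 note: plate controls were vehicle with enzyme for no effect and no enzyme for full effect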
HIV fusion peptide: inhibitors of HIV fusion peptide binding, primary screen, biochemical, uHTS, fluorescence dequenching (AID 1986); one-dose inhibition, % at 20 µM; IC50 in µM for titrated hits; 290,000 compounds, 0.3% hits; cell-free peptide binding, fluorescence dequenching, 30 min; higher % means a stronger effect; in the data active = inhibition mostly above about 52%, no sharp cut-off; inactive = mostly below about 76%; note: some results filed as inactive read as strong as hits
KOR beta-arrestin-2: KOR agonists, beta-arrestin recruitment, primary screen, cell-based, luminescence, uHTS (AID 1777). 280,000 compounds, 0.02% hits. activation, % at 10 µM; hits with a dose series show EC50 in µM. KOR beta-arrestin recruitment, luminescence; higher % means a stronger effect; in the data active = activation above about 50%, passing the limit was not always enough; note: a part of the inactive calls stands beside numbers as strong as those of hits
Myeloid diff MLP GFP+ MAC1+ %: further read-out of Myeloid diff MLP, marked with its call; GFP+ MAC1+ double positive, %; measured here: differentiation confirmed by MAC1 staining
Starred values were filed as active, the others as inactive; i = inactive; ? = inconclusive; . = not tested or not shown; [ ] = another dose, or the depositor's remark. Cut-off read from the data, not from the text of the source, unless noted: active = inhibition above about 50%; inactive = the rest. An excerpt; count on the stated rates, not on these rows.

canonical_smiles,KOR beta-arrestin-2,LYP phosphatase,NOD2 inhibition,Salmonella PhoP GFP,HIV fusion peptide,NOD1 NF-kB reporter,Myeloid diff MLP GFP+ MAC1+ %,Myeloid diff MLP,KOR beta-arrestin-1,SIAH1 antagonists
COC(=O)c1cccnc1NC(=S)NC1CCCCC1,-0.7%,8%,14%,-9%,5.6%,-20%,0.7,i,-3%,10%
Cc1ccc(N(C(=O)Cn2nnc3ccccc32)C(C(=O)NCc2ccccc2)c2ccccn2)cc1 (stereo not drawn),-3.5%,0%,2%,0%,1.8%,-28%,0.4,i,23%,0%
Cc1ccccc1N1CC(C(=O)Nc2nnc(SCCC3OCCO3)s2)CC1=O (stereo not drawn),-1.1%,-5%,3%,7%,6.2%,-30%,0.4,i,-13%,10%
O=C(COc1ccccc1)NC(=S)Nc1ccc2c3c(cccc13)CC2,-4.7%,4%,28%,34%,3.1%,-5%,0.9,i,-22%,-3%
C=CCOc1ccc(C2C(C(=O)c3ccco3)=C(O)C(=O)N2CCCN(CC)CC)cc1 (stereo not drawn),1.8%,-6%,14%,3%,-0.6%,-1%,0.4,i,-7%,-5%
CN(Cc1cn(C)nc1-c1ccccc1F)Cc1nccn1C,-3.2%,-7%,-2%,7%,-0.1%,-22%,0.2,i,-50%[20 µM],0%
Cn1c(-c2cccc(OCc3ccccc3)c2)nc2c1c(=O)[nH]c(=O)n2Cc1ccccc1,42%,-5%,-8%,1%,1.0%,-50%,.,.,-150%,2%
CCOC(=O)c1ccc2[nH]c3ccccc3c2c1,6.9%,-1%,-14%,-8%,0.3%,-53%,3.0,i,-16%,4%
NS(=O)(=O)c1ccc(CNC(=O)Cc2c(F)cccc2Cl)cc1,2.6%,-5%,6%,-3%,0.0%,-4%,0.1,i,-52%[20 µM],0%
Cc1ccc(NC(=O)c2ccc(OC(F)F)cc2)cc1S(=O)(=O)N(C)C,2.6%,-5%,-2%,15%,3.6%,12%,0.1,i,9%,5%
Cc1cc(C)n(C(=O)CSc2ccc(Cl)cc2)n1,1.3%,-1%,11%,5%,25%,-30%,2.3,i,1%,1%
COc1ccc(NC(=O)c2cc(-c3ccco3)on2)cc1OC,5.5%,-12%,-18%,-11%,4.0%,-36%,0.4,i,-57%,-6%
Cc1ccc2c(c1)NC(=O)C(CC(=O)NCCCN1CCN(c3cc(C)ccc3C)CC1)O2 (stereo not drawn),0.5%,-6%,1%,12%,0.3%,-3%,.,?,13%,-2%
O=C(Nc1cccc([N+](=O)[O-])c1)C1CC(=O)N(C2CCCCC2)C1 (stereo not drawn),.,6%,24%,.,1.2%,-30%,0.3,i,16%[20 µM],1%
COc1ccccc1OCC(=O)N(Cc1nc(-c2ccccc2)no1)C1CCCCC1,-1.0%,0%,-12%,-4%,-0.3%,-21%,1.4,i,-1%,3%
CC(C)Cc1nc2c(nnn2Cc2ccccc2F)c(=O)[nH]1,0.9%,-7%,-3%,-8%,-0.8%,0%,0.6,i,-7%,-1%
COc1ccc(NC(=S)N2CCCCC2c2cccnc2)cc1 (stereo not drawn),2.0%,-1%,7%,-3%,1.3%,-2%,1.0,i,-2%,2%
OC(COc1ccc(F)cc1Cl)CN1CCc2ccccc2C1 (stereo not drawn),-1.4%,-10%,-16%,5%,0.3%,-31%,0.5,i,-16%,6%
Cc1ccc(-n2nc(C(=O)NN)c(C)c(C#N)c2=O)cc1Cl,-4.0%,-6%,2%,.,-3.4%,-4%,0.6,i,-14%,-5%
CCN1CCN(C(=O)c2ccc(N3CC4CC(C3)c3cccc(=O)n3C4)c(NC(=O)c3cc(OC)cc(OC)c3)c2)CC1 (stereo not drawn),-4.5%,-3%,2%,-10%,1.4%,-18%,3.8,i,-16%,-3%
COc1ccc(-c2ccc(-c3noc(-c4ccco4)n3)c(OC)n2)cc1,-3.9%,-4%,-16%,-25%,6.8%,-37%,5.8,i,16%,20%
Cc1ccc(NS(=O)(=O)c2c(C)[nH]c(C)c2C(=O)N2CCCCC2)c(Br)c1,-8.1%,-10%,5%,-6%,-0.7%,-21%,2.0,i,6%,-3%
C=CCNc1nc(C2(C)CC3(CC(C)(C)OC3=O)C(=O)O2)cs1 (stereo not drawn),-7.4%,-5%,6%,2%,0.2%,12%,0.7,i,-13%,-4%
CC/S(=N\S(=O)(=O)c1ccc(C)cc1)c1ccccc1 (stereo not drawn),-5.8%,-8%,8%,-11%,-0.4%,3%,0.2,i,26%,5%
O=C(Nc1ccn(Cc2ccccc2F)n1)c1ccc(COc2cc(Cl)ccc2Cl)o1,1.6%,0%,8%,-1%,1.1%,22%,6.1,i,-13%,2%
CCOc1ccc(S(=O)(=O)N2CCc3ccccc3C2)cc1,1.7%,5%,10%,-5%,1.9%,39%,0.7,i,-14%,0%
CC1CCN(c2oc(-c3ccccc3Cl)nc2C#N)CC1,-3.9%,2%,-84%,11%,-1.6%,-83%,1.4,i,8%,1%
Cc1ccc(OCC(=O)NC2CCS(=O)(=O)C2)cc1 (stereo not drawn),0.1%,-5%,15%,-3%,9.9%,11%,1.1,i,-6%,-7%
Cc1cc(N2C(=O)C(O)=C(C(=O)c3cc4ccccc4o3)C2c2cccs2)no1 (stereo not drawn),-4.1%,3%,14%,-13%,24%,-14%,1.3,i,-1%,1%
Cc1ccc(N2CCCn3c2cc(C)c(C#N)c3=O)cc1C,2.4%,1%,10%,2%,0.4%,-26%,0.9,i,-16%,2%
O=C(NC(=S)N1CCN(c2ccc([N+](=O)[O-])cc2Cl)CC1)c1ccco1,-0.5%,1%,-7%,-7%,-0.3%,-18%,1.4,i,-7%,-1%
Cc1ccc(N2C(=O)CC(c3ccsc3)C3=C2CC(C)(C)CC3=O)cc1 (stereo not drawn),3.8%,-2%,-4%,-4%,-1.0%,-11%,0.7,i,-35%,-2%
Nc1ccccc1-c1nc2ccccc2c(=O)o1,-0.9%,-6%,5%,5%,-0.1%,-2%,0.4,i,-57%[20 µM],-4%
CC(C)Oc1ccc(-c2cc(=O)[nH]c(=O)[nH]2)cc1,-4.6%,0%,6%,-3%,0.6%,-20%,1.2,i,18%,4%
CCOc1ccc2nc(SCC(=O)N(C)C)[nH]c2c1,2.2%,-9%,-28%,11%,-1.1%,-24%,1.1,i,-26%,1%
COc1ccccc1NC(=O)c1cc(S(=O)(=O)N2CCOCC2)ccc1Cl,6.2%,-7%,-8%,-5%,4.0%,-5%,0.8,i,-7%,-2%
COc1ccc(/C=C/CN2CCC(n3nccc3NC(=O)C3CC3)CC2)cc1,-1.1%,-7%,-1%,-1%,-1.1%,-8%,1.1,i,-25%,6%
C=CCNC(=S)NCC=C,-0.6%,-3%,2%,2%,-1.2%,-11%,2.3,i,13%,15%
O=C1/C(=C/N(C(=O)c2ccco2)c2ccc(Br)cc2)Sc2ccccc21,4.5%,-6%,-50%,17%,4.2%,-53%,0.5,i,-8%,4%
C=CCn1c(N)c(C(=O)OC(C)CC)c2nc3ccccc3nc21 (stereo not drawn),15%,-12%,-1%,-1%,0.6%,7%,0.0,i,14%,5%
Cc1ccc(OCC(=O)NC(=S)Nc2ccc(Br)cn2)cc1,5.0%,-4%,16%,-14%,-1.4%,6%,0.3,i,15%,-1%
O=C(COC(=O)c1ccc(Cl)s1)c1cc2ccccc2o1,3.2%,1%,-10%,-12%,4.9%,-13%,0.6,i,-34%,-3%
O=C(CSc1nn(-c2ccccc2)c(=S)s1)NC(=O)NCc1ccco1,6.8%,-13%,1%,-11%,2.3%,17%,0.8,i,-33%,-2%
O=C1OC(Nc2ccc(F)cc2F)c2ccccc21 (stereo not drawn),2.2%,-11%,21%,-6%,3.8%,3%,0.6,i,-5%,3%
O=C(NCc1ccco1)C1Cc2ccccc2CN1C(=O)c1ccco1 (stereo not drawn),-0.9%,2%,6%,6%,2.9%,-21%,1.1,i,14%,13%
CCOC(=O)CSC1=N/C(=C\c2cc(OC)c(OC)c(OC)c2)C(=O)N1C,2.5%,0%,1%,-9%,-1.6%,-21%,0.6,i,0%,7%
COc1cc(C(=O)N2CCN(C(=O)c3ccccc3)CC2)cc(OC)c1OC,1.6%,-9%,-1%,1%,-3.3%,.,1.7,i,-45%,-2%
CCc1ccccc1NC(=O)COc1cccc2ccc(C)nc12,2.3%,0%,-6%,3%,0.7%,11%,1.7,i,-14%,-1%

Two entries from above, with two lines to a compound.
Order of values: KOR beta-arrestin-2, LYP phosphatase, NOD2 inhibition, Salmonella PhoP GFP, HIV fusion peptide, NOD1 NF-kB reporter, Myeloid diff MLP GFP+ MAC1+ %, Myeloid diff MLP, KOR beta-arrestin-1, SIAH1 antagonists
C=CCn1c(N)c(C(=O)OC(C)CC)c2nc3ccccc3nc21 (stereo not drawn)
→ 15%, -12%, -1%, -1%, 0.6%, 7%, 0.0, i, 14%, 5%
Cc1ccc(OCC(=O)NC(=S)Nc2ccc(Br)cn2)cc1
→ 5.0%, -4%, 16%, -14%, -1.4%, 6%, 0.3, i, 15%, -1%

Next compounds:
canonical_smiles,KOR beta-arrestin-2,LYP phosphatase,NOD2 inhibition,Salmonella PhoP GFP,HIV fusion peptide,NOD1 NF-kB reporter,Myeloid diff MLP GFP+ MAC1+ %,Myeloid diff MLP,KOR beta-arrestin-1,SIAH1 antagonists
Cc1cccc(NC(=S)N2N=CCC2c2ccccc2)c1 (stereo not drawn),-5.9%,-1%,-29%,-1%,-2.1%,-17%,1.0,i,-10%,-1%
COC(=O)c1cc(NS(=O)(=O)c2ccc(NC(C)=O)cc2)ccc1Cl,4.8%,-3%,-9%,-11%,-1.6%,-2%,0.1,i,0%,-5%
O=c1oc2cc(Oc3c([N+](=O)[O-])cc(C(F)(F)F)cc3[N+](=O)[O-])ccc2c2c1CCCC2,14%,-11%,17%,13%,2.6%,20%,0.2,i,0%,6%
COc1ccc(CN(C)c2ncnc3sccc23)c(OC)c1OC,5.7%,-2%,28%,-3%,0.0%,11%,.,.,-5%,0%
Cc1nn(CC(=O)NCc2ccccc2)c(C)c1[N+](=O)[O-],-2.9%,-9%,5%,8%,-3.8%,16%,1.3,i,-30%,2%
Cc1ccc(NC(=O)CSCc2cc(=O)n3ccsc3n2)cc1,5.2%,-8%,3%,-9%,0.9%,-15%,3.3,i,-22%,-1%
O=C(O)c1cccc(S(=O)(=O)N(Cc2ccccc2)c2ccccc2)c1,0.0%,-3%,8%,-5%,3.1%,15%,0.2,i,-46%,0%
COc1ccc2c(c1)-c1nc(/N=C/c3ccccc3O)sc1CC2,6.2%,2%,-5%,6%,5.5%,-22%,0.6,i,-6%,3%
CSc1ccc(S(=O)(=O)N2CCC(C(=O)N3CCOCC3)CC2)cc1,11%,-6%,-6%,-11%,1.9%,-7%,0.8,i,-36%,-1%
Cc1ccccc1OCC(=O)Nc1ccc2c(c1)Cc1ccccc1-2,-4.0%,-5%,-11%,15%,-0.7%,-32%,3.8,i,-105%,-5%

Screening data (PubChem BioAssay)
